# PfHsp40 yeast – rescue of yeast from PfHsp40 toxicity, primary screen, S. cerevisiae, ATP luminescence | S. cerevisiae expressing PfHsp40, growth rescue | growth rescue, % at 12.5 µM | hit rate 0.68% among 340,000 | AID 504582, 2011; in the data active = growth rescue above about 28%, passing the limit was not always enough; inconclusive = no clear call, values can overlap the other calls;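 also: yeast W303a lacking pdr1 and pdr3 grown in galactose medium; growth measured after three days at 30 °C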
# BoNT F protease – BoNT/F light chain protease inhibitors, primary screen, biochemical, flow cytometry, MLPCN library; hit rate 0.22% among 360,000; Multiplex microsphere protease cleavage assay; Botulinum neurotoxin type F light chain protease (Clostridium botulinum); AID 588497, 2011; inhibition, % at 10 µM; in the data active = inhibition above about 35%, passing the limit was not always enough; inconclusive = no clear call, values can overlap the other calls; also: plate controls were buffer without enzyme for full effect and enzyme alone for no effect
# TcdB GH inh – TcdB glycohydrolase inhibitors, primary screen, biochemical, single point, plate reader. AID 652162, 2013. TcdB glycohydrolase enzymatic assay. inhibition, % at 9.99 µM. hit rate 0.24% among 350,000; in the data active = inhibition above about 10%
# Target sequence (P18177 whole entry, looked up): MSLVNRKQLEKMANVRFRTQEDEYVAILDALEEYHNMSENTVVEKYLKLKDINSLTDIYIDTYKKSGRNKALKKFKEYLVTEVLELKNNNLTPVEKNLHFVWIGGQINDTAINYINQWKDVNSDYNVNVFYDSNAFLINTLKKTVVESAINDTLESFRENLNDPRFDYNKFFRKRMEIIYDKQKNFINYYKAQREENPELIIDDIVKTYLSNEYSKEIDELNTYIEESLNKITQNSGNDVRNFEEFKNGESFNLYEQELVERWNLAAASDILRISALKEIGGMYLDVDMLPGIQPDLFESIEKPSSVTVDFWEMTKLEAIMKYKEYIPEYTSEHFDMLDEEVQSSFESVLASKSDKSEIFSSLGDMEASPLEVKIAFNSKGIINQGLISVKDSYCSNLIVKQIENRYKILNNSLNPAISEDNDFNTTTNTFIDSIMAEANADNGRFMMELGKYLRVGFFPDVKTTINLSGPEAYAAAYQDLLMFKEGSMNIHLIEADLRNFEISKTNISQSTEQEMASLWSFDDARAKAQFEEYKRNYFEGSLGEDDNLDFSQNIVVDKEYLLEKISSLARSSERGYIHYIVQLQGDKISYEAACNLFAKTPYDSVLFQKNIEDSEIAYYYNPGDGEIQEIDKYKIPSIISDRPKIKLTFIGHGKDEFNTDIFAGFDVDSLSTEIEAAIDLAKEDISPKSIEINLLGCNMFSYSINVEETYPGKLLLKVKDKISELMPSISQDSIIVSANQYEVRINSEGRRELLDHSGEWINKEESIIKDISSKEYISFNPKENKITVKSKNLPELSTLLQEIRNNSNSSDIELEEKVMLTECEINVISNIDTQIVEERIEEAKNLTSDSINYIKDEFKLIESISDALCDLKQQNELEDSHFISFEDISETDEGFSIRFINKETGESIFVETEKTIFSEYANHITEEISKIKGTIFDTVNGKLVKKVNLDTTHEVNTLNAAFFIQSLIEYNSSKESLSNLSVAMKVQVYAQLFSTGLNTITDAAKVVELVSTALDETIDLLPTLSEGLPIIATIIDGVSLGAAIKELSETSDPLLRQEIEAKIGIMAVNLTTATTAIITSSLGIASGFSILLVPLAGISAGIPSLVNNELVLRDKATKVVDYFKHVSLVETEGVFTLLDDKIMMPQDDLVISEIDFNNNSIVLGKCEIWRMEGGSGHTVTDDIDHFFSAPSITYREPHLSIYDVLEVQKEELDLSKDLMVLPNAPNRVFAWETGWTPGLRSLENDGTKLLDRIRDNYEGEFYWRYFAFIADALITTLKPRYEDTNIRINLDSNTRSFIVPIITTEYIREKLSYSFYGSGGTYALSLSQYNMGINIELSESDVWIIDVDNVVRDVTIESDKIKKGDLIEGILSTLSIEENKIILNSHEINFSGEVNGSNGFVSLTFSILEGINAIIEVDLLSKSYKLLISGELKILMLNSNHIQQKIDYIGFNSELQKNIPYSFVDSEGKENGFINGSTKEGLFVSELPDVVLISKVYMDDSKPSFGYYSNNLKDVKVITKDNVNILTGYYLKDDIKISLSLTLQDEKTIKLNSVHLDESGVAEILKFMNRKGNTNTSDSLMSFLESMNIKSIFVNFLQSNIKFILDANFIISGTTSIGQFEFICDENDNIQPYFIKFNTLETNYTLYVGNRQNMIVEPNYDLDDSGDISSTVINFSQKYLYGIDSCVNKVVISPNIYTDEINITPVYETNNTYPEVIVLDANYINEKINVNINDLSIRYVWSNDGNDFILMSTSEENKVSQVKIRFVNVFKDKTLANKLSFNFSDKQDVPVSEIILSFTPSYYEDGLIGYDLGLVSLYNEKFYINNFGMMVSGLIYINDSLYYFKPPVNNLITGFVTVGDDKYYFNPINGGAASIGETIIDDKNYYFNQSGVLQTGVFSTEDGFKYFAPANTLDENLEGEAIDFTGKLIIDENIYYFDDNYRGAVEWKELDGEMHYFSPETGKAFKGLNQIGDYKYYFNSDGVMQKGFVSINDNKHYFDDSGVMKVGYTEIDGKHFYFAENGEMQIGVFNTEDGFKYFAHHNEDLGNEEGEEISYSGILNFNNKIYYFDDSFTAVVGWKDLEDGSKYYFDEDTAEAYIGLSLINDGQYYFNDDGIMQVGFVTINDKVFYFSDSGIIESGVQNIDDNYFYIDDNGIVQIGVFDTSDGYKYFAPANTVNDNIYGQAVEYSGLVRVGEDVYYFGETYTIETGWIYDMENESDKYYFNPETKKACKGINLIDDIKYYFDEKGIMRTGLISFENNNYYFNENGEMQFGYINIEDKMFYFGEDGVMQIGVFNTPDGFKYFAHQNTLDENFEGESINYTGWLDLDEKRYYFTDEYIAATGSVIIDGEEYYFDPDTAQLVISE
# BoNT A protease – BoNT/A light chain protease inhibitors, primary screen, biochemical, flow cytometry, MLPCN library; inhibition, % at 10 µM; hit rate 0.17% among 360,000; multiplex microsphere protease substrate cleavage; also: plate controls were buffer without enzyme for full effect and enzyme alone for no effect
# CCHFV vOTU inh – CCHFV vOTU protease inhibitors, primary screen, biochemical, Pep-AMC substrate, fluorescence; Crimean-Congo hemorrhagic fever virus L polyprotein viral ovarian tumor (vOTU) protease …; inhibition, % at 11.5 µM; hit rate 0.55% among 370,000; in the data active = inhibition above about 30%; also: 0% = vehicle wells with enzyme and 100% = no enzyme wells
# Yp Topo-I inh – Yersinia pestis topoisomerase I inhibitors, primary screen, biochemical, cleavage product accumulation, plate reader, single point; Y. pestis Topo-I cleavage product accumulation; activity, % at 10 µM; AID 504884, 2011; hit rate 0.064% among 360,000; in the data active = activity above about 50%, passing the limit was not always enough; inconclusive = no clear call, values can overlap the other calls; also: inactives centre near 2
# FadD28 binding – inhibitors of FadD28 bisubstrate probe binding, primary screen, biochemical, fluorescence polarization, single point; inhibition, % at 12.5 µM; hit rate 0.22% among 360,000; AID 588549, 2011; in the data active = inhibition above about 8.5%, passing the limit was not always enough; inconclusive = no clear call, values can overlap the other calls
# Anthrax LF prot – Bacillus anthracis LF protease inhibitors, primary screen, biochemical, multiplex microsphere, MLPCN library; multiplex microsphere protease cleavage assay; hit rate 0.12% among 360,000; inhibition, % at 10 µM; also: plate controls were buffer without enzyme for full effect and enzyme alone for no effect
# PrPC TRFRET – inhibitors of human cell surface prion protein PrPC, primary screen, cell-based, TR-FRET; hit rate 0.43% among 370,000; AID 720596, 2013; inhibition, % at 13.8 µM; TR-FRET read-out; in the data active = inhibition above about 24%; also: 0% = median of the test wells and 100% = reference compound wells
# Numbers without * were called inactive; ? = inconclusive; . = not tested or not shown; & = joins results of further samples. Rule as the data show it, unless noted: active = inhibition above about 30%; inconclusive = no clear call, values can overlap the other calls; inactive = below that.
SMILES,PfHsp40 yeast,BoNT F protease,TcdB GH inh,BoNT A protease,CCHFV vOTU inh,Yp Topo-I inh,FadD28 binding,Anthrax LF prot,PrPC TRFRET
CCOC(=O)CSc1nc(-c2ccccc2)nc2c1oc1ccccc12,0.0,-2,.,-0.3,-3,0,-1.7,-4,-1
CCCCCN(C(=O)CCC(=O)OCc1cc(C(C)=O)ccc1OC)c1c(N)n(CCCC)c(=O)[nH]c1=O,-0.4,12,-0.1,1.2,11,22,-2.2,1,-8
N#Cc1c(-c2ccc(Cl)cc2)nc2n(c1=O)CCCS2,16,-5,.,-0.2,16,2,-4.6,-3,-13
CC(C)Cc1nnc(NC(=O)C2CC(=O)N(c3ccc4c(c3)OCCO4)C2)s1 (stereo not given),2.5,9,-1.7,0.3,-4,12,-1.9,6,1
CC(Sc1nncn1C)C(=O)NCc1ccc2c(c1)OCO2 (stereo not given),-0.1,-1,1.2,-0.4,2,-1,0.5,-2,4
O=C(Cc1ccccc1)Nc1cccc(S(=O)(=O)N2CCCCCC2)c1,1.4,6,0.7,0.3,12,12,0.4,4,4
CN1CC=C2C(C#N)=C(N)C(C#N)(C#N)[C@H](c3cccs3)[C@H]2C1,-0.8,0,.,0.7,.,-7,0.4,6,.
O=C(O)CNC(=S)N(Cc1ccccc1Cl)C1CCCCC1,-1.2,-1,0.6,-0.1,2,8,-4.0,-1,-3
CC1=CC(C)(C)N(C(=O)CN2C(=O)c3ccccc3C2=O)c2ccccc21,0.4,-6,0.5,-0.7,13,4,-4.2,2,-13
Cc1ccc(C)c2[nH]c(=O)c(CCNC(=O)c3ccc(Br)o3)cc12,-0.6,1,0.3,0.1,1,5,-4.8,1,-4
S=C(c1ccccc1)N1CCN(c2ccccc2)CC1,3.8,-1,0.1,0.5,-4,6,-2.7,4,8
CCn1c(-c2cc(-c3ccccc3OC)nc3ccccc23)n[nH]c1=S,-0.8,0,0.9,-0.3,6,5,-2.3,-1,8
COc1cccc(CC2CC(=O)N(c3ccc4c(C)cc(=O)oc4c3)C2=O)c1 (stereo not given),-0.5,-1,1.7,-0.1,-3,2,-2.0,0,1
COc1ccc(N(C(=O)Cn2nnc3ccccc32)C(C(=O)NCc2ccco2)c2cccnc2)cc1 (stereo not given),0.5,6,.,0.5,3,3,-1.2,1,0
O=C(NNc1cc(Cl)ccc1Cl)c1c(F)cccc1Cl,-0.3,?,0.0,?,-9,-1,0.6,-29,-1
Cc1nn(C2CCS(=O)(=O)C2)c(Cl)c1/C=C/C(=O)OCC(=O)Nc1ccccc1OC(F)F (stereo not given),0.3,-7,.,-0.4,-7,6,-1.3,0,0
COCc1cc(C)nc(OCC(=O)N/N=C/c2cccc(OC)c2)c1C#N,0.4,?,.,-0.6,4,-1,-3.0,0,-4
Cc1noc(C)c1C(=O)OCC(=O)C12CC3CC(CC(C3)C1)C2,-2.0,4,-0.1,-0.8,-19,11,-0.7,-4,-4
c1ccc(-c2sc3ccccc3c2-c2ccc(OCCN3CCCC3)cc2)cc1,0.4,-16,-0.1,0.0,14,-3,-3.3,0,-17
Cc1ccc2c(c1)-c1cc(C)nn1C(c1ccc3c(c1)OCO3)N2 (stereo not given),-0.2,17,.,2.4,-14,6,-3.9,?,-1
CCC(=O)N(C)CCc1cc2c(c(OC)c1/C=N/Nc1ccc(C(=O)O)cc1)OCO2,0.4,-2,-1.0,-0.4,9,5,-1.1,11,-2
CCN(CC)CCC(=O)Nc1ccc2c(c1)N(C(=O)CN(CC)CC)c1ccccc1CC2,-1.3,-22,.,2.6,-1,-14,-4.3,-7,-7
O=C1CC(c2ccc(F)cc2)CC2=C1C(c1ccc([N+](=O)[O-])o1)Nc1ccccc1N2 (stereo not given),0.1,.,0.4,.,0,-1,-0.9,.,-15
C=CCN=C1S/C(=C/c2ccc([N+](=O)[O-])cc2)C(=O)N1CC=C,-0.5,?,1.8,1.2,-10,-4,-3.6,10,-1
O=C(Nc1cccc2nsnc12)c1ccc(-c2cccc(Cl)c2)o1,1.0,4,.,3.3,10,-5,-0.8,7,-2
# (list continues)
SMILES,PfHsp40 yeast,BoNT F protease,TcdB GH inh,BoNT A protease,CCHFV vOTU inh,Yp Topo-I inh,FadD28 binding,Anthrax LF prot,PrPC TRFRET
CN1CCN(S(=O)(=O)c2ccc(Cl)cc2)CC1,-1.2&0.5,-2,-0.6&0.2,0.1,-12&7,-1&3,-2.7&2.8,-9,6&-4
COc1cc(C)c(S(=O)(=O)NC2CC(C)(C)NC(C)(C)C2)cc1C,-0.6,-21,.,1.3,5,-2,0.1,0,-7
COc1ccc(NC(=O)COC(=O)c2n[nH]c3ccccc23)c(OC)c1,-0.7,3,-1.7,-0.8,2,-1,-1.6,4,-6
COCCCn1c(SCC(=O)NC(C)C)nnc1-c1ccccc1,0.9,-6,.,0.2,15,7,-2.1,3,-1
O=C(COC(=O)Cc1cccs1)Nc1ccccc1,1.0,-4,.,0.2,-1,4,-0.9,-3,-2
O=C(CCCC(=O)c1ccccc1)Nc1ccc(F)cc1,-2.3,-9,2.0,1.5,10,0,-1.3,15,10
CCOc1ccc(CN(C)C(C)C(=O)Nc2ccc([N+](=O)[O-])cc2Cl)cc1OC (stereo not given),-0.6,-3,0.5,1.0,-1,-2,-2.6,0,0
CC(C)Oc1cccc(C(=O)Nc2nnc([C@@H]3C[C@H](O)[C@@H](CO)O3)s2)c1,.,-2,0.9,0.0,-6,-1,-0.8,-2,-1
CCc1nc(N)c(C#N)c(-c2cccn2C)c1C,-0.1,-13,.,-0.7,0,3,-5.1,0,0
CCCCCOc1ccc(N2C(=O)CC(N(O)c3ccccc3)C2=O)cc1 (stereo not given),0.9,-16,.,0.1,-3,-5,-1.1,4,0
Cc1cccc(C)c1NC(=O)CN1CCN(C/C=C/c2ccccc2)CC1,.,-2,0.7,-2.0,19,.,-1.0,-2,1
O=C(/C=C/c1cccc(Br)c1)NC1CCN(Cc2ccccc2)CC1,-0.5,-2,0.9,-1.2,4,1,-3.9,-11,-5
CN(CCC1CCCCO1)C(=O)CCc1nnc(CCCCc2ccccc2)o1 (stereo not given),1.4,-3,.,-0.7,4,20,-0.8,0,-5
O=C(Cc1ccc([N+](=O)[O-])cc1)NCc1ccccc1Cl,0.2,-6,0.2,-1.2,-10,-3,-0.8,1,5
CCN(CC)CCOC(=O)C(Cc1ccco1)Cc1cccc2ccccc12 (stereo not given),-1.2,-10,-0.1,-0.4,0,9,-5.0,?,12
CCOc1ccc(CC(=O)Nc2ccc(S(=O)(=O)N3CCCC3)cc2)cc1,-0.2,23,-1.1,9.6,-5,13,1.2,6,8
O=C(NCCN1CCN(c2ccccc2)CC1)c1cccn2c(=O)c3ccccc3nc12,2.6,-2,.,0.2,-17,14,-1.1,2,-10
CC(C)CCn1c(SCCc2ccccc2)nc2c1c(=O)[nH]c(=O)n2C,0.1,-38,.,-1.7,0,3,-1.7,-4,1
Cc1ncc([N+](=O)[O-])n1CC(=O)Nc1ccc(Cl)cc1,-1.3,-9,0.6,-4.8,2,1,.,-11,-2
C=CCn1c(SCC(=O)NC2CC2)nnc1-c1cccs1,-1.2,-7,0.3,1.1,-11,5,-4.6,2,2
O=C1OC(c2ccccc2)/C(=C(/O)c2ccccc2)C1=O (stereo not given),0.4,0,.,-0.2,1,1,0.5,-6,6
Cn1c(CN2CCCCC2)c(C#N)c2ccccc21,-0.2,-10,0.8,0.2,.,6,-6.2,2,.

# By substructure, those above with four or more nitrogen atoms (14)
SMILES,PfHsp40 yeast,BoNT F protease,TcdB GH inh,BoNT A protease,CCHFV vOTU inh,Yp Topo-I inh,FadD28 binding,Anthrax LF prot,PrPC TRFRET
CCCCCN(C(=O)CCC(=O)OCc1cc(C(C)=O)ccc1OC)c1c(N)n(CCCC)c(=O)[nH]c1=O,-0.4,12,-0.1,1.2,11,22,-2.2,1,-8
CC(C)Cc1nnc(NC(=O)C2CC(=O)N(c3ccc4c(c3)OCCO4)C2)s1 (stereo not given),2.5,9,-1.7,0.3,-4,12,-1.9,6,1
CC(Sc1nncn1C)C(=O)NCc1ccc2c(c1)OCO2 (stereo not given),-0.1,-1,1.2,-0.4,2,-1,0.5,-2,4
CN1CC=C2C(C#N)=C(N)C(C#N)(C#N)[C@H](c3cccs3)[C@H]2C1,-0.8,0,.,0.7,.,-7,0.4,6,.
CCn1c(-c2cc(-c3ccccc3OC)nc3ccccc23)n[nH]c1=S,-0.8,0,0.9,-0.3,6,5,-2.3,-1,8
COc1ccc(N(C(=O)Cn2nnc3ccccc32)C(C(=O)NCc2ccco2)c2cccnc2)cc1 (stereo not given),0.5,6,.,0.5,3,3,-1.2,1,0
COCc1cc(C)nc(OCC(=O)N/N=C/c2cccc(OC)c2)c1C#N,0.4,?,.,-0.6,4,-1,-3.0,0,-4
CCN(CC)CCC(=O)Nc1ccc2c(c1)N(C(=O)CN(CC)CC)c1ccccc1CC2,-1.3,-22,.,2.6,-1,-14,-4.3,-7,-7
COCCCn1c(SCC(=O)NC(C)C)nnc1-c1ccccc1,0.9,-6,.,0.2,15,7,-2.1,3,-1
CCc1nc(N)c(C#N)c(-c2cccn2C)c1C,-0.1,-13,.,-0.7,0,3,-5.1,0,0
O=C(NCCN1CCN(c2ccccc2)CC1)c1cccn2c(=O)c3ccccc3nc12,2.6,-2,.,0.2,-17,14,-1.1,2,-10
CC(C)CCn1c(SCCc2ccccc2)nc2c1c(=O)[nH]c(=O)n2C,0.1,-38,.,-1.7,0,3,-1.7,-4,1
Cc1ncc([N+](=O)[O-])n1CC(=O)Nc1ccc(Cl)cc1,-1.3,-9,0.6,-4.8,2,1,.,-11,-2
C=CCn1c(SCC(=O)NC2CC2)nnc1-c1cccs1,-1.2,-7,0.3,1.1,-11,5,-4.6,2,2

# Assay outcomes (PubChem BioAssay)
